POLH inh: qHTS for Inhibitors of Polymerase Eta. AID 588591, 2011. recombinant Pol eta, fluorescent DNA replication assay. actives 1.2% (n = 390,000). DNA polymerase eta (Homo sapiens), Q9Y253. Potency, µM (highest dose often 114 µM), inactives show at the highest dose activity change, negative = inhibition, most hits filed as inhibitors; active = well fitted inhibition curve with a large enough effect; inconclusive = small, poorly fitted or top-dose-only effect, or another doubt; inactive = no such curve, though single readings can be large or run the other way
Target sequence (Q9Y253 whole entry, looked up): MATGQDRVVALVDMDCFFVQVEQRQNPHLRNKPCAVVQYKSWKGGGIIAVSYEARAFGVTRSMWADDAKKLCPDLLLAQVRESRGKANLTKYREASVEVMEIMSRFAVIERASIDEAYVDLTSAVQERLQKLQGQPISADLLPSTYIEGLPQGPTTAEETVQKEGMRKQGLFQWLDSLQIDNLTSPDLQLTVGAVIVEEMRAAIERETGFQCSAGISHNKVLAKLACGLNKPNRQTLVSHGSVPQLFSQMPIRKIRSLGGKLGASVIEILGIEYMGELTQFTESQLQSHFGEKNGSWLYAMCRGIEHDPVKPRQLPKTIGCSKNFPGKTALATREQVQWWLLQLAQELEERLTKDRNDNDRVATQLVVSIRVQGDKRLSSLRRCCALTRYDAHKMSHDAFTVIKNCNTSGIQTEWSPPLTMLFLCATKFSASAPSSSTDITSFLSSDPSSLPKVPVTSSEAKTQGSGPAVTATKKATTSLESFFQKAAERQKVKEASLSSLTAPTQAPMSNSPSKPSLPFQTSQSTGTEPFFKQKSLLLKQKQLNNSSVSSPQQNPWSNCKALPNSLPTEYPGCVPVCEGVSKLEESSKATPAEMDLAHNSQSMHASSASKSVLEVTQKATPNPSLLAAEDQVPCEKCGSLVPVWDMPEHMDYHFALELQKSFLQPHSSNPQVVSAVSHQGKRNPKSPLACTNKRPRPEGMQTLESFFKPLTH
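Pol eta (10 nM) was preincubated with compounds for 15 min at room temperature, after which fluorescent replication substrate (50 nM final) was added to start the reaction. Fluorescence was read kinetically at 0 and 10 min.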
Numbers without * were called inactive; ? = inconclusive. % is scaled to controls: 0 for no effect and ±100 for the full control effect; potency is read from the fitted curve at half-maximal effect. A portion of the library. The share of hits here may be higher or lower than overall.

> CCOC(=O)C1=NN2C(O)C3(C)CC(C(=O)OCC)=NN3C(O)C2(C)C1 (stereo unspecified)
  POLH inh: -5%
> O=C(COC(=O)c1cccc(Br)c1)Nc1cccc(S(=O)(=O)N2CCCCC2)c1
  POLH inh: -21%
> COC(=O)[C@H]1C[C@@]2(O)CN(S(=O)(=O)c3ccc(C)cc3)C[C@@]2(OC(=O)Nc2c(C)noc2C)C[C@H]1C(=O)OC
  POLH inh: -8%
> CCc1cccc(CC)c1N1C(=O)CSCC1=O
  POLH inh: -5%
> CC1CCCCC1NC(=O)c1cc(Cl)nc2ccccc12 (stereo unspecified)
  POLH inh: -2%
> CCCCCC(=O)N1C[C@H](O)[C@@H](n2cc(COC(=O)c3ccccc3)nn2)C[C@@H]1c1ccccc1
  POLH inh: -5%
> O=C(CCNC(=O)c1ccccc1Cl)Nc1ccc(S(=O)(=O)N2CCOCC2)cc1
  POLH inh: -2%
> CN(CC(=O)Nc1ccc(Cl)c(C(F)(F)F)c1)C(=O)C1CC(=O)N(c2ccc3c(c2)OCCO3)C1 (stereo unspecified)
  POLH inh: -23%
> C[C@H]1CN([C@@H](C)CO)C(=O)CCCn2cc(nn2)CO[C@@H]1CN(C)S(=O)(=O)c1ccc2ccccc2c1
  POLH inh: -1%
> c1ccc(OC2CCCCC2N2CCOCC2)cc1 (stereo unspecified)
  POLH inh: -12%
> CC1CCN(C(=O)c2ncn3c2c(=O)[nH]c2cccnc23)CC1
  POLH inh: -13%
> Cc1ccccc1C#CC1=CC(=O)CC(C)(C)C1
  POLH inh: -7%
> CCN(CC)C(=O)C1=C(C)N(CCC2=CCCCC2)C(=O)C(CC(=O)NCCc2ccccn2)C1 (stereo unspecified)
  POLH inh: -15%
> Cc1ccc(S(=O)(=O)N2CCC(C(=O)OCC(=O)N(Cc3ccccc3)C(C)C)CC2)cc1C
  POLH inh: -20%
> CCOc1ccc(CCNC(=O)COC(=O)c2n[nH]c3ccccc23)cc1OCC
  POLH inh: -7%
> COc1ccc(C=CC(=O)c2ccc(OC)c(OC)c2)cc1O
  POLH inh: -13%
> Cc1ccc(N2CC(C(=O)Nc3cc(S(=O)(=O)N4CCCCC4)ccc3C)CC2=O)cc1 (stereo unspecified)
  POLH inh: -15%
> CC1(C)N=C(N)N=C(N)N1c1ccc(OCC(=O)Nc2ccccc2)c(Cl)c1
  POLH inh: 5%
> C[C@H](CO)N1C[C@H](C)[C@H](CN(C)C(=O)NC2CCCCC2)Oc2cc(-c3cccnc3)ccc2S1(=O)=O
  POLH inh: -6%
> COc1ccc(NC(=O)COC(=O)C2COc3ccccc3O2)cc1 (stereo unspecified)
  POLH inh: -3%
> CCc1cccc(CC)c1NC(=O)C(CC)Sc1nc2ccsc2c(=O)n1CCC(=O)O (stereo unspecified)
  POLH inh: -10%
> C[C@@H](NC(=O)c1ncn2c1c(=O)[nH]c1ccc(Br)cc12)c1ccccc1
  POLH inh: ?
> CC1=C(C(=O)N(C)C)CC(CC(=O)NC2CCCCC2)C(=O)N1CCCN1CCCC1=O (stereo unspecified)
  POLH inh: -4%
> N#CC1(NC(=O)CSc2nnc(C3CC3)n2N)CCCCC1
  POLH inh: -4%
> Cc1cc(C)c(NS(=O)(=O)c2ccccc2)c(C)n1
  POLH inh: 0%

> COC(=O)[C@H]1C[C@H](OC(=O)NCc2ccccc2)[C@@]2(O)CN(S(=O)(=O)c3ccc(C)cc3)CC2[C@H]1C(=O)OC (stereo partly specified)
  POLH inh: -15%
> COC(=O)c1c(NC(=O)COC(=O)CNC(=O)c2cccc(OC(F)F)c2)sc(C)c1C
  POLH inh: -10%
> CN(C1CCCCC1)S(=O)(=O)c1ccc2c(c1)c(=O)c(C(=O)O)cn2C
  POLH inh: 1%
> CCOc1ccc(/C(O)=C2\C(=O)C(=O)N(c3ccccn3)C2c2ccccc2F)c(C)c1 (stereo unspecified)
  POLH inh: -2%
> CC1CC(C)CN(S(=O)(=O)c2ccc(F)c(C(=O)NC3CCCCC3C)c2)C1 (stereo unspecified)
  POLH inh: 5%
> COc1cc(C=C2CCCC(=Cc3ccc(OCC4CO4)c(OC)c3)C2=O)ccc1OCC1CO1 (stereo unspecified)
  POLH inh: -12%
> Cc1ccc2c(c1)CO[C@]21O[C@H](CCO)C[C@H](O)[C@H]1O
  POLH inh: -22%
> Cc1ccc([C@@H]2CC(=O)[C@@H]3CN(S(=O)(=O)c4ccc(C)cc4)[C@H](c4cccc(Cl)c4)C[C@@H]3N2S(=O)(=O)c2ccc(Cl)cc2)cc1
  POLH inh: -1%
> CCCCN1C(=O)C(CC(=O)NCC2CCCCC2)CC(C(=O)N(C)C)=C1C (stereo unspecified)
  POLH inh: -5%
> CCn1nc(C(=O)Nc2ccc3c(c2)OCCO3)c2ccccc2c1=O
  POLH inh: -4%
> CC(=O)N1CCN(S(=O)(=O)c2cccc(C(=O)OCc3ccc(F)cc3)c2)CC1
  POLH inh: -6%
> COc1ccc(CNC(=O)OC23CN(C(=O)OC(C)C)N(C(=O)OC(C)C)CC2(O)CN(S(=O)(=O)c2ccc(C)cc2)C3)cc1OC (stereo unspecified)
  POLH inh: -14%
> COc1ccc(CCNC(=O)CC(=O)N/N=C\c2ccc(OCC(N)=O)cc2)cc1OC
  POLH inh: 0%
> CCOC(=O)C1=C(C)NC(C)=C(C(=O)OCC)C1c1ccncc1
  POLH inh: -6%
> COc1ccc(S(=O)(=O)Nc2ccc3c(c2)C(=O)N([C@@H](C)CO)C[C@@H](C)[C@H](CN(C)C(=O)CCCN(C)C)OCCCC[C@H](C)O3)cc1
  POLH inh: -7%
> O=C(Cc1ccc(Cl)cc1)NCC(=O)N1CCC2(CC1)NCCc1[nH]cnc12
  POLH inh: -10%
> COc1ccc(C(=O)N2CCOC2CNC(=O)C(=O)NCc2ccccn2)cc1 (stereo unspecified)
  POLH inh: -22%
> COC(=O)C[C@H]1C[C@@H]2c3cc(NC(=O)Nc4ccc(F)cc4)ccc3O[C@@H]2[C@@H](CO)O1
  POLH inh: -13%
> Cc1ccc(S(=O)(=O)N2C[C@@H](C)[C@]3(C2)[C@H](O)[C@H](OC(=O)Nc2cccs2)C[C@H]2C(=O)N(c4ccccc4)C(=O)[C@H]23)cc1
  POLH inh: -19%
> CC(NCC(=O)Nc1ccccc1C(=O)NC1CC1)c1ccc(Cl)cc1 (stereo unspecified)
  POLH inh: -15%
> CC1(C)N=C(N)N=C(N)N1c1cc(Cl)ccc1Cl
  POLH inh: -12%
> O=C1c2ccccc2C(=O)N1C1C=CC=CC=C1
  POLH inh: -1%
> O=C(O)c1c2c(nc3ccc(S(=O)(=O)N4CCC(C(=O)NCc5ccccc5)CC4)cc13)CCCC2
  POLH inh: -12%
> CC/C(=N\NC(=O)c1cc(C)oc1C)c1ccc(OC(F)F)cc1
  POLH inh: -7%
> COc1cc(OCc2ccccc2)c(CC(=O)O)c([N+](=O)[O-])c1
  POLH inh: -3%

> C=CCC1(CC=C)CCCN1C(=O)C1CCC(=O)N(Cc2ccc(Cl)cc2)C1 (stereo unspecified)
  POLH inh: -14%
> CC(C)[C@H](NC(=O)c1ccco1)C(=O)Nc1ccc(N2CCCCCC2)cc1
  POLH inh: -13%
> COc1ccc(S(=O)(=O)N(C)C[C@H]2Oc3ncc(Br)cc3C(=O)N([C@@H](C)CO)C[C@@H]2C)cc1
  POLH inh: -1%
> CC(=O)Nc1ccc(S(=O)(=O)N[C@@H](C)C(=O)OCC(=O)c2ccc(Br)s2)cc1
  POLH inh: -9%
> COc1cccc(NC(=O)CSCc2nc3sc(C)c(C)c3c(=O)[nH]2)c1
  POLH inh: -17%
> COc1ccc(C(=O)N/C(=C\c2cn(S(=O)(=O)N(C)C)c3ccccc23)C(=O)N2CCCC2)cc1
  POLH inh: -12%
> O=S(=O)(c1ccccc1)N1CC2CC(Br)C(Br)CC21 (stereo unspecified)
  POLH inh: -2%
> O=C(CCNC(=O)c1ccc(Cl)cc1)Nc1cc(C(F)(F)F)ccc1N1CCOCC1
  POLH inh: -16%
> COCCNc1oc(/C=C/c2cccc(OC)c2)nc1S(=O)(=O)c1ccccc1
  POLH inh: 1%
> Cn1c(N)c(C(=O)CN2CCN(S(=O)(=O)c3ccccc3C#N)CC2)c(=O)n(C)c1=O
  POLH inh: -15%
> CC(O)C(NS(=O)(=O)c1ccc(Cl)cc1)C(=O)OCCOc1ccc(F)cc1 (stereo unspecified)
  POLH inh: -13%
> c1cc2[nH]c3ccncc3c2cn1
  POLH inh: 2%
> COc1ccc(C(=O)NN/C=C/C(=O)c2ccc(Br)cc2)cc1
  POLH inh: -13%
> CCn1c2ccccc2nc2cc3c(cc21)c(Cl)c(=O)c1ccccc13
  POLH inh: ?
> CC(C)(C)OC(=O)NCc1ccc(CNC(=O)c2[nH]cnc2C(=O)Nc2ccccc2F)cc1
  POLH inh: -10%
> CN(Cc1ccccc1)C(=O)CCN1C(=O)c2cccc([N+](=O)[O-])c2C1=O
  POLH inh: -9%
> Cc1cc(CNC[C@H]2O[C@@H](n3ccc(N)nc3=O)[C@H](O)[C@@H]2O)no1
  POLH inh: -11%
> COc1ccc2c(c1)CSC(c1ccccc1)C2=O (stereo unspecified)
  POLH inh: -15%
> CCCc1c(C(=O)N/N=C(\C)c2cccnc2)nnn1-c1nonc1N
  POLH inh: -1%
> Cc1ccc(N2CC(C(=O)OCC(=O)Nc3c(C)cccc3C)CC2=O)cc1 (stereo unspecified)
  POLH inh: 1%
> Cc1ccc([C@@H]2CC(=O)[C@@H]3CN(S(=O)(=O)c4ccccc4C)[C@H](c4ccc(Cl)cc4)C[C@@H]3N2S(=O)(=O)c2ccc(C)cc2)cc1
  POLH inh: -5%
> c1ccc(CNc2cccnc2)cc1
  POLH inh: -3%
> C[C@H]1CN([C@@H](C)CO)C(=O)CCCn2cc(nn2)CO[C@@H]1CN(C)C(=O)Nc1ccc(F)cc1
  POLH inh: -9%
> COc1ccc(CCNC(=O)c2ccc(F)c(S(=O)(=O)N3CCCCC3)c2)cc1
  POLH inh: -8%
> Cc1c(CN(C)C(=O)C2CCC(=O)N(Cc3ccccc3F)C2)[nH]c2ccccc12 (stereo unspecified)
  POLH inh: -10%

> COc1ccccc1-c1cnc2c(c1)C(=O)N([C@@H](C)CO)C[C@@H](C)[C@@H](CN(C)C(C)=O)O2
  POLH inh: -15%
> CC(C)n1ncc2c(C(=O)N3CCN(Cc4cccs4)CC3)cc(C3CC3)nc21
  POLH inh: 0%
> CC12CCC3C(C1)C(C(=O)O2)C(=O)OC3(C)C (stereo unspecified)
  POLH inh: 1%
> Cc1ccc(Nc2n[nH]c(=S)s2)cc1C
  POLH inh: -12%
> CCOc1ccc(NC(=S)N2CCC(C(=O)c3ccc(OC)cc3)CC2)cc1
  POLH inh: -11%
> N#CC(=C1NC(=O)c2ccccc21)c1nc2ccccc2n1CCO
  POLH inh: 0%
> CC1(C)CN(Cc2cccnc2)C(=O)[C@H]1CC(=O)Nc1ccc(Br)cc1
  POLH inh: -10%
> O=S(=O)(Nc1ccc(NS(=O)(=O)c2ccccc2)cc1)c1ccccc1
  POLH inh: -6%
> CCCCCCN1C[C@@H](O)[C@H](n2cc(C3CC3)nn2)C[C@@H]1c1ccc(Cl)cc1
  POLH inh: -18%
> CC1=C(C(=O)N(C)C)CC(CC(=O)NC2CCCC2)C(=O)N1CCC1=CCCCC1 (stereo unspecified)
  POLH inh: -14%
> COc1ccc(CC(=O)Nc2ccc(S(=O)(=O)Nc3cc(C)nc(C)n3)cc2)cc1OC
  POLH inh: -9%
> CCN(CC)C(=O)C1=C(C)N(Cc2ccc(C(C)(C)C)cc2)C(=O)C(CC(=O)NC2CC2)C1 (stereo unspecified)
  POLH inh: -10%
> C[C@@H]1CN([C@@H](C)CO)C(=O)c2cc(C#CCN(C)C)cnc2O[C@H]1CN(C)Cc1ccc2c(c1)OCO2
  POLH inh: -15%
> CCCn1c(C)cc(C(=O)CN2C(=O)c3ccccc3S2(=O)=O)c1C
  POLH inh: -3%
> C[C@@H]1CN([C@@H](C)CO)C(=O)CCCn2nncc2CO[C@H]1CN(C)S(=O)(=O)c1ccc(-n2cccn2)cc1
  POLH inh: -5%
> CC(C)(C)OC(=O)N1CCc2onc(-c3ccc(Br)cc3)c2C1=O
  POLH inh: -10%
> Cc1cc(-c2ccc(Br)cc2)n2nc(C)cc2n1
  POLH inh: -16%
> COc1cc(C(=O)NC(=S)Nc2ccc3ccccc3c2)cc(OC)c1OC
  POLH inh: -18%
> Cc1cc(O)cc(O)c1/C=N/NC(=O)c1ccc2c(c1)OCCO2
  POLH inh: -25%
> Fc1ccc(-c2nc3ccc(Cl)cn3c2Cc2ccccc2)cc1
  POLH inh: -26%
> CCOC(=O)C1c2cccc(O)c2CCN1C(C)=O (stereo unspecified)
  POLH inh: ?
> NC(=S)NN=Cc1nccc2c(C(F)(F)F)cccc12
  POLH inh: -8%
> CC(C)N=C1CCCC1C(=S)SSC(=S)C1CCCC1=NC(C)C (stereo unspecified)
  POLH inh: -3%
> CC1CCCC(C)N1C(=O)COC(=O)c1ccccc1C(=O)c1ccccc1 (stereo unspecified)
  POLH inh: -2%
> COc1ccc(CSc2n[nH]c(=O)[nH]c2=O)cc1
  POLH inh: -4%
> C[C@@H]1CN([C@@H](C)CO)C(=O)CCCn2nncc2CO[C@@H]1CN(C)S(C)(=O)=O
  POLH inh: -10%
